p47phox inh: p47phox/p22phox peptide binding inhibitors, primary screen, biochemical, uHTS, NADPH oxidase regulatory subunit; 220,000 tested, 0.53% active; fluorescence polarization, 2 h; Neutrophil cytosol factor 1 (Homo sapiens), P14598; inhibition, % at 24.7 µM;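 active = inhibition above about 30%, limit read from the data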;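 note: 0% = p47phox with labelled peptide and 100% = labelled peptide alone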
p97 ATPase inh: inhibitors of human p97 ATPase, primary screen, biochemical; Transitional endoplasmic reticulum ATPase (Homo sapiens), P55072; recombinant p97 ATPase, Kinase-Glo ATP luminescence, 3 h; inhibition, % at 8 µM; 220,000 tested, 0.42% active; AID 1481, 2009; in the data active = inhibition above about 15%;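 note: 0% = DMSO vehicle and 100% = wells lacking enzyme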
Runt-CBFb FRET: inhibitors of RUNX1 Runt–CBFb binding, primary screen, biochemical, FRET, Cerulean-Runt, Venus-CBFb, uHTS. Runt-related transcription factor 1 (Homo sapiens) + Core-binding factor subunit beta …. AID 1496, 2009. inhibition, % at 20 µM. Cerulean-Runt/Venus-CBFb FRET ratio 530/480, 1 h. 220,000 tested, 0.46% active;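 active = inhibition over about 50% at 20 µM in the single-dose screen, limit read from the data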;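 note: 0% = DMSO wells and 100% = excess unlabeled CBFb competitor control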
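Assay system: Cerulean-Runt domain / Medium: Tris 50 mM pH 7.5, KCl, K2SO4, 0.01% BSA / Timing: protein complex preformed 1 h, compound exposure 1 h, room temperature, dark / Measured by: FRET, excitation 422 nm, emission at 530 and 480 nm / Evaluation: loss of energy transfer signal / Control set: 5 µM unlabeled CBFb as full-inhibition high control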
EBV gp42 inh: Epstein-Barr virus gp42 inhibitors, primary screen, biochemical, uHTS, fluorescence polarization. Glycoprotein 42 (Epstein-Barr virus (strain AG876)), Q1HVG2. Fluorescence polarization binding assay, mP read-out. inhibition, % (tested at 21.74 µM). 220,000 tested, 0.42% active. AID 1085, 2008; in the data active = inhibition above about 50%
Target sequence (Q1HVG2 whole entry, looked up): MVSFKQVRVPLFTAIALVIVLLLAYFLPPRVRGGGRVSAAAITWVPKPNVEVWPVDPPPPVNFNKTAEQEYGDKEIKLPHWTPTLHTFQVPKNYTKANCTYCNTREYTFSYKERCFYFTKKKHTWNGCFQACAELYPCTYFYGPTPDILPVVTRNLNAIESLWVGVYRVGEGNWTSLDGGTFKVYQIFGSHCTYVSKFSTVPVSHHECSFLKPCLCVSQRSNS
RBBP9 inh: human RBBP9 inhibitors, primary screen, biochemical, fluorescence polarization, FP-Rh probe, HTS; Serine hydrolase RBBP9 (Homo sapiens), O75884; recombinant RBBP9; AID 1515, 2009; inhibition, % at 7.94 µM; 220,000 tested, 0.2% active;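 active = inhibition above the campaign mean of all tested compounds plus 3 SD, cut at about 14% in these data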;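 note: plate controls were DMSO wells with RBBP9 for no effect and wells lacking RBBP9 protein for full effect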
Target sequence (O75884 whole entry, looked up): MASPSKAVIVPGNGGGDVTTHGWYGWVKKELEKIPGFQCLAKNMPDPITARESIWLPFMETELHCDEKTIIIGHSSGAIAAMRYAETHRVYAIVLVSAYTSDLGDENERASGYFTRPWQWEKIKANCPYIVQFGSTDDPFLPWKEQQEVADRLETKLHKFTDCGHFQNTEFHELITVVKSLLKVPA
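Measured by – fluorescence polarization · Test system – RBBP9 protein · Input – 2.5 µM RBBP9 dispensing solution, before mixing · Measure – percent inhibition from mP, scaled between DMSO and no-protein wells · Benchmarks – DMSO-treated enzyme wells and wells lacking RBBP9 · Times – preincubation 30 min plus labeling 45 min at 25 °C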
Runt-SMMHC FRET: inhibitors of RUNX1 Runt–CBFb-SMMHC binding, primary screen, biochemical, FRET, Cerulean-Runt, Venus-CBFb-SMMHC, uHTS. Runt-related transcription factor 1 (Homo sapiens) + Core-binding factor subunit beta …. Cerulean-Runt/Venus-CBFb-SMMHC FRET ratio 530/480, 1 h. inhibition, % at 20 µM. 220,000 tested, 0.74% active;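 active = mean inhibition across duplicate retests at 20 µM reaching about 50%, limit read from the data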;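 note: 0% = DMSO wells and 100% = wells with excess untagged CBFb-SMMHC; inhibitors lower the FRET ratio by blocking Runt binding to CBFb-SMMHC; some results filed as inactive read as strong as hits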
TbHK1 inh: Trypanosoma brucei hexokinase 1 inhibitors, primary screen, biochemical, G6PDH-coupled NADH absorbance, MLSCN library | 220,000 tested, 0.11% active | inhibition, % at 10 µM | recombinant TbHK1, G6PDH-coupled NADH A340 | hexokinase 1 [Trypanosoma brucei];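 active = inhibition of 50% or more in the single-dose primary screen; inactive = inhibition below 50%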
Furin inhibitor: human furin inhibitors, primary screen, biochemical, fluorescence intensity; AID 463115, 2010; 220,000 tested, 0.061% active; P09958; inhibition, % at 30 µM; purified furin, fluorogenic substrate cleavage; in the data active = inhibition above about 25%; note: inactives centre near -15
Target sequence (P09958 108-714 limits assumed): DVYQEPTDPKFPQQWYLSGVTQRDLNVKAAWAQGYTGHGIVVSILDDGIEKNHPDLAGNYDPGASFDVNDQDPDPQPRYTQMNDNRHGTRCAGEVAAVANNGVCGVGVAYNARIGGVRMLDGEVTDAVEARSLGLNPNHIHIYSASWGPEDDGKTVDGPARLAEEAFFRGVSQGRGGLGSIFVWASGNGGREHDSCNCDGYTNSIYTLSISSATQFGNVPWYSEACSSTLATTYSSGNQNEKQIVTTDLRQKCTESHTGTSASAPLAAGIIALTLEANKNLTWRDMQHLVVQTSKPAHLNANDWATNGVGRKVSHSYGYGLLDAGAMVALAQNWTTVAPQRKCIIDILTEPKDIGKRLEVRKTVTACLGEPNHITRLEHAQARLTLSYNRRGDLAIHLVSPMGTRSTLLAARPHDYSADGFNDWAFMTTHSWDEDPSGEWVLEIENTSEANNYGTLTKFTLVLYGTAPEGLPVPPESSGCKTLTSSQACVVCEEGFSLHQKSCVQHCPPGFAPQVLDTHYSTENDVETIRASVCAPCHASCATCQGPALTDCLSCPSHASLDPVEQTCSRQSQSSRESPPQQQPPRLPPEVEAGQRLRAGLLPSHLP
Calpain2 inh: inhibitors of pig calpain II, primary screen, biochemical, fluorogenic peptide substrate, 1536-well. purified calpain II, 30 min. inhibition, % at 16 µM. 220,000 tested, 0.37% active. AID 1236, 2008;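 active = inhibition above about 50%, limit read from the data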
The depositor's hits bear a star; · = not tested or not shown; + = active, no number; [ ] = another dose, or the depositor's remark.

EBV gp42 inh,RBBP9 inh,Runt-SMMHC FRET,Furin inhibitor,p97 ATPase inh,Runt-CBFb FRET,Calpain2 inh,p47phox inh,TbHK1 inh,mol
31,-36,20,1,2,17,-13,-245,-5,CCN1/C(=C/C=C/C=C/c2sc3ccccc3[n+]2CC)Sc2ccccc21
1,-10,0,-31,-1,-2,-31,-4,-5,Cc1ccn2c(CN(C)CCn3nc(C)cc3C)c(C(=O)N3CCCCCC3)nc2c1
60*,1,-133,-26[20 µM],2,-50,-275,-63,-22,CCn1c(O)c(/C=N/N=C/c2ccccc2)c2ccc(C3=NNC(=O)CC3)cc21
-18,2,4,-12[20 µM],-2,-1,-3,-7,2,O=C(N/N=C\c1ccc(F)cc1)c1cc(OCC(F)(F)F)ccc1OCC(F)(F)F
-20,-15,-1,5[20 µM],-3,0,2,-6,3,CC(=O)N(CC1CCCO1)C1(C(=O)NC2CCCC2)CCCCC1 (stereo not given)
-1,-10,-3,-17,6,0,2,-27,3,O=C(NC1=NCCS1)c1cccc(S(=O)(=O)N2CCc3ccccc32)c1
-17,4,-5,-27,-4,-1,1,-9,-3,[O-][N+]12CC[N+]([O-])(CC1)c1ccccc12
-6,-13,-9,-10[20 µM],0,-1,-156,-13,-8,O=C1/C(=C/c2cccnc2)Oc2cc(OS(=O)(=O)c3ccc(Cl)cc3)ccc21
-7,-5,-1,-16[20 µM],2,-3,26,6,-5,O=[N+]([O-])c1c(C(Cl)Cl)nn(-c2ccccc2)c1N1CCCC1
-10,-3,-1,-24[20 µM],4,1,4,12,2,CC(C)(C)CC(=O)Nc1ccc(C(N)=O)cc1
22,-5,4,6,6,-3,2,-54,12,Cc1cc(Nc2cccc(Cl)c2)nc(NCc2ccccc2)n1
3,1,6,-27[20 µM],-1,-4,-16,-8,-4,CC1CN(CN2C(=O)c3ccccc3C2=O)CC(C)O1 (stereo not given)
58*,2,58*,-21[20 µM],4,34,-40,-16,-4,CN1CC=C2C(C#N)=C(N)C(C#N)(C#N)[C@H](c3cccc(Cl)c3)C2C1 (stereo not given in full)
-12,-8,-4,-24,8,-6,-16,-17,24,CC(=O)c1ccc(NC(=O)c2ccc(S(=O)(=O)c3ccccc3)cc2)cc1
-6,-8,-3,-10[20 µM],-3,-2,-61,-6,-15,CC(=O)COC(=O)CCc1nc2ccccc2[nH]c1=O
-14,-4,22,-24[20 µM],3,21,-13,-9,-6,O=C(/C=C/c1ccccc1)c1ccccn1
0,-2,-2,-17[20 µM],2,1,-8,-5,0,Cc1cc(C(=O)Nc2ccccn2)no1
3,5,2,-25[20 µM],1,-3,2,115*,-8,Cc1cc(-c2ccccc2)nc(N(C)NC(=O)c2c(F)cccc2F)c1S(C)(=O)=O
-19,-9,2,-19,7,-1,-41,-13,1,CCOc1ccccc1OCCCC(=O)NC1=NCCS1
-3,-3,-1,-29,2,·,11,-10,-7,COc1ccc(NC(=O)O/N=C/c2ccncc2)cc1
-1,2,3,-24,3,-2,-34,3,-2,CC(NC(=O)c1ccc(Cl)cc1)C(=O)N1CCCCC1 (stereo not given)
-5,-3,-7,0,-4,-8,9,-90,21,CCOc1ccc(NC(=O)/C=C/c2ccc(OC)cc2)c([N+](=O)[O-])c1
-11,-4,-2,-14,5,0,-7,6,-2,CC(CC(=O)C1C(C)C=CCC1(C)C)NNC(N)=O (stereo not given)
-14,-3,0,-17[20 µM],4,0,-22,-14,7,CN(C)CCSc1nnc2sc3ccccc3n12
-2,5,2,-20[20 µM],3,1,-20,2,-12,CCOC(=O)CNC(=O)C1c2ccccc2C(=O)N(c2ccc(OC)cc2)C1c1ccc(OC)cc1 (stereo not given)
3,6,83,-14,0,1,-37,-10,-8,C=CCNc1sc(C(=O)c2cccs2)c(N)c1C#N
-8,-1,3,-17,4,-1,-14,-4,12,O=C(O)CN(CCO)CCN(CC(=O)O)CC(=O)O
-9,3,3,-23,2,0,-48,-6,-4,O=C(OCC(=O)N1CCCC1)c1ccco1
-12,-10,0,-27[20 µM],-2,0,-7,-2,-1,Cc1ccc(S(=O)(=O)NC(=O)Nc2nnc(C3CC3)s2)cc1
-2,-3,2,-4,-5,-3,1,-8,-10,C=CCn1c(SCC(=O)/C(C#N)=C(\C)N)nnc1C1CCCCC1
-9,-7,2,-17,2,6,-2,2,-5,CC(C)C(=O)NC(c1ccc(N(C)C)cc1)c1c(O)ccc2ccccc12 (stereo not given)
3,1,-3,-10,-1,0,1,-7,-24,CN(C)c1[nH]c(=O)c(C#N)c2c1CCN2Cc1ccccc1
0,-4,39,-7[20 µM],2,44,5,1,-2,CCOC(=O)C1=C(Cc2ccc(F)cc2)C(=O)c2ccccc2C1=O
-16,2,-8,-17[20 µM],3,-6,15,-20,2,COc1cccc(/C=N\Nc2nncc(-c3ccccc3)n2)c1
-5,-2,0,-17[20 µM],1,·,6,-1,-2,CCOC(=O)N1CCN(Cc2ccc(F)cc2F)CC1
-6,-5,-1,-25,-3,0,-1,3,-17,CC1(C)CNC(=O)c2sc(N3CCCCC3)nc2C1
-14,-18,4,-17,1,0,12,-16,5,O=C(OC(C(=O)Nc1ccc(Cl)c(C(F)(F)F)c1)c1ccccc1)C1=COCCO1 (stereo not given)
-14,-1,-6,0,4,2,-3,-5,-15,COC(=O)/C(C#N)=C/c1c(-c2ccccc2)nc2n1CCS2
-6,6,-1,-17[20 µM],-2,-1,24,-13,-2,COC(=O)c1cn(CCOc2ccccc2F)c2ccccc12
-17,-6,-6,-3[20 µM],-4,-2,17,-10,3,CCC(=O)Nc1ccccc1C(=O)OCc1ccc(C(=O)c2ccccc2)cc1

Rewritten with two lines to a compound: 14 of the compounds above
The line under a structure holds: EBV gp42 inh, RBBP9 inh, Runt-SMMHC FRET, Furin inhibitor, p97 ATPase inh, Runt-CBFb FRET, Calpain2 inh, p47phox inh, TbHK1 inh
O=C(O)CN(CCO)CCN(CC(=O)O)CC(=O)O
→ -8, -1, 3, -17, 4, -1, -14, -4, 12
O=C(OCC(=O)N1CCCC1)c1ccco1
→ -9, 3, 3, -23, 2, 0, -48, -6, -4
Cc1ccc(S(=O)(=O)NC(=O)Nc2nnc(C3CC3)s2)cc1
→ -12, -10, 0, -27[20 µM], -2, 0, -7, -2, -1
C=CCn1c(SCC(=O)/C(C#N)=C(\C)N)nnc1C1CCCCC1
→ -2, -3, 2, -4, -5, -3, 1, -8, -10
CC(C)C(=O)NC(c1ccc(N(C)C)cc1)c1c(O)ccc2ccccc12 (stereo not given)
→ -9, -7, 2, -17, 2, 6, -2, 2, -5
CN(C)c1[nH]c(=O)c(C#N)c2c1CCN2Cc1ccccc1
→ 3, 1, -3, -10, -1, 0, 1, -7, -24
CCOC(=O)C1=C(Cc2ccc(F)cc2)C(=O)c2ccccc2C1=O
→ 0, -4, 39, -7[20 µM], 2, 44, 5, 1, -2
COc1cccc(/C=N\Nc2nncc(-c3ccccc3)n2)c1
→ -16, 2, -8, -17[20 µM], 3, -6, 15, -20, 2
CCOC(=O)N1CCN(Cc2ccc(F)cc2F)CC1
→ -5, -2, 0, -17[20 µM], 1, ·, 6, -1, -2
CC1(C)CNC(=O)c2sc(N3CCCCC3)nc2C1
→ -6, -5, -1, -25, -3, 0, -1, 3, -17
O=C(OC(C(=O)Nc1ccc(Cl)c(C(F)(F)F)c1)c1ccccc1)C1=COCCO1 (stereo not given)
→ -14, -18, 4, -17, 1, 0, 12, -16, 5
COC(=O)/C(C#N)=C/c1c(-c2ccccc2)nc2n1CCS2
→ -14, -1, -6, 0, 4, 2, -3, -5, -15
COC(=O)c1cn(CCOc2ccccc2F)c2ccccc12
→ -6, 6, -1, -17[20 µM], -2, -1, 24, -13, -2
CCC(=O)Nc1ccccc1C(=O)OCc1ccc(C(=O)c2ccccc2)cc1
→ -17, -6, -6, -3[20 µM], -4, -2, 17, -10, 3

Later entries:
EBV gp42 inh,RBBP9 inh,Runt-SMMHC FRET,Furin inhibitor,p97 ATPase inh,Runt-CBFb FRET,Calpain2 inh,p47phox inh,TbHK1 inh,mol
0,-6,0,-22,4,0,-4,-4,-1,O=C(CCC1CCCN(C(=O)c2ccoc2)C1)NCc1ccc(F)c(F)c1 (stereo not given)
4,-2,2,0,5,0,-20,7,-5,CC(=O)Nc1ccc(C(=O)N/N=C/c2ccc(F)cc2)cc1
-19,-2,-1,-8,-4,-1,19,-27,4,O=C(CSc1nc2ccccc2s1)N1c2ccccc2Sc2ccc(Cl)cc21
4,-5,0,-25,-2,0,-14,-15,-2,CCC(c1nnnn1C1CCCCC1)N1CCN(C2CCCC2)CC1 (stereo not given)
-4,-8,-8,-27,6,1,-48,+,1,CCC1CC(C)(C(=O)Nc2ccc(S(N)(=O)=O)cc2)OC1=O (stereo not given)
-2,3,2,-9,-4,-2,26,-3,1,CCn1nnnc1NCc1ccc(OCc2ccc(F)cc2Cl)c(OC)c1
-10,-1,9,5[20 µM],5,8,-24,-7,-6,Oc1ccc(N2CCN(C(c3ccncc3)c3nnnn3C3CCCC3)CC2)cc1 (stereo not given)
-18,4,0,-16,4,2,-14,-9,-5,CCOc1ccc(C(=O)NN2C(=S)NC(C)(C)C=C2C)cc1
2,-3,-4,-16,-3,-1,-10,4,-11,COc1cc(C2(O)CCCCC2C)cc(OC)c1OC (stereo not given)
-32,-4,-2,-26,5,1,-4,-3,4,OCCN1CN=C(Nc2nc3ccccc3s2)NC1
-21,7,-4,-21[20 µM],1,·,32,-6,-16,COc1ccc(C2C(C(C)=O)=C(O)C(=O)N2CCCn2ccnc2)cc1 (stereo not given)
1,-7,-6,-21,3,-1,14,2,-4,Cc1ccc(OC(=O)c2sc3ncn(C)c(=O)c3c2C)cc1
-19,-6,-2,-8,0,-1,-4,-5,-2,O=C(CSc1nnc(Cc2ccccc2)o1)c1ccc(F)cc1
-4,-3,0,-12,5,0,-5,-6,-4,Cc1onc(-c2ccccc2)c1CNC(=O)CN1C(=O)c2ccccc2C1=O
-10,-1,-2,-26[20 µM],5,2,4,-14,-2,CCOC(=O)N1CCC(Nc2c(NCCCN3CCN(CC)CC3)c(=O)c2=O)CC1
-9,-5,3,-3,-7,-4,21,-4,7,Cc1ccc(S(=O)(=O)NC(N)=NCCc2ccc(Cl)cc2)cc1
-11,-9,-12,-15,-5,-2,-3,-80,-8,Cc1ccc(C2=C(c3ccc([N+](=O)[O-])cc3)C(=O)OC2)cc1C

Source: PubChem BioAssay
